KDM5B inhibitor = blocks human KDM5B histone demethylase activity. AID 1347165. Potency, µM (titrated, usually from 57.7 µM), inactives show at the highest dose activity change, negative = inhibition, hits mostly inhibitors. 220,000 tested, 2.6% active. KDM5B demethylase, FDH-coupled NADH fluorescence (FDH is formaldehyde dehydrogenase). Q9UGL1; active = well fitted inhibition curve with a large enough effect; inconclusive = small, poorly fitted or top-dose-only effect; inactive = no such curve, though single readings can be large or run the other way; also: 0% is about no effect; nearly all actives have a fitted effect of over 70% in size
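Measured: NADH fluorescence change, 30 min, RT. System: KDM5BΔAP 200 nM final, H3K4me3 peptide, α-KG, Fe(II), ascorbate, NAD⁺ plus FDH, pH 7.5 HEPES. Compounds: titrated, 10 min pre-incubation with enzyme.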
Active calls of the source: *; i = inactive; ? = inconclusive; [ ] = dose if it differs, or a comment. Potency is read from the fitted curve at half-maximal effect. Not all compounds are listed, so the mix of outcomes need not match the whole.

SMILES	KDM5B inhibitor
CC(C)(C)CC(=O)N1CCC(N2C(=O)CCC2C(=O)NCc2cccnc2)CC1 (stereo not drawn)	-9%
CC(C)NC(=S)N/N=C1\CCc2ccccc21	-6%
CC(C)=CCN1CCC2(CCC(CNc3ncncn3)O2)CC1 (stereo not drawn)	32%[activator]
CC1(C(=O)NCc2ccccc2)Cn2nc(-c3ccccc3)cc2C(=O)N1Cc1ccco1 (stereo not drawn)	8%
CCc1c(C)sc2c1CCN(C(=O)Nc1ccccc1Cl)C2c1ccc(OC)cc1 (stereo not drawn)	-8%
N#Cc1nc(-c2ccc(S(=O)(=O)N3CCOCC3)cc2)oc1NCCCn1ccnc1	i
COc1cccc(C(=O)Nc2c3c(nn2-c2ccc(C)cc2C)CS(=O)(=O)C3)c1OC	?
CC1Oc2ccc(NC(=O)c3ccc(Cl)cc3)cc2CN(C(C)C)C1=O (stereo not drawn)	14%
CN(Cc1cccnc1)c1nc2c(c(=O)[nH]1)CCN(Cc1cccnc1)CC2	-12%
COc1ccc(CCNC(=O)c2cc(Nc3ccccc3)nc3ccccc23)cc1OC	?
O=C(CCc1conc1-c1cccc(F)c1)NCc1ccc(Cl)cc1	13%
CC(=O)N1CCN(c2csc3ccc(F)cc3c2=O)CC1	?
CCCCn1c(NCc2ccc(N(C)C)cc2)nc2ccccc21	2%
Cc1ncc(CC(=O)NCC2CCN(c3cnn(C)c(=O)c3)C2)c(=O)[nH]1 (stereo not drawn)	5%
O=C(C1CCC1)N1CCN(C2CCN(Cc3ccccn3)C2=O)CC1 (stereo not drawn)	-4%
COCCNc1oc(COc2ccccc2C)nc1C#N	13%
Cc1ccc(Cn2c(CNS(=O)(=O)c3ccc(C(C)(C)C)cc3)nc3cccnc32)cc1	?
CCN1CCN(c2cc(C)c3cc(NC(=O)CCC4CCCC4)ccc3n2)CC1	-11%
Cn1c(=O)c2c(nc(N3CCOCC3)n2CC(=O)c2ccc(Cl)cc2)n(C)c1=O	-16%
CCOc1ccccc1CNC(=O)c1noc(-c2ccc(C)cc2)n1	-6%
COc1ccc(NC(=O)C(NC(=O)Cc2cccs2)c2ccc(C)cc2)cc1 (stereo not drawn)	13%
CC(Oc1ccc(CN2CCN(CCS(C)(=O)=O)CC2)cc1)C(=O)O (stereo not drawn)	16%
COc1ccc(OC)c(S(=O)(=O)n2nc(C)c(S(=O)(=O)N(C)c3ccccc3)c2C)c1	11%
CCCn1nc(C(=O)N(CC)CC(=O)NC2CCS(=O)(=O)C2)c2ccccc2c1=O (stereo not drawn)	10%
CCc1cc2c(CN3CCN(C)CC3)cc(=O)oc2cc1O	i
O=C(NC1CCN(c2cc(-c3cccs3)[nH]n2)C1)c1ccncc1 (stereo not drawn)	?
Cc1ccc(-c2cc(C(=O)N3CCOCC3)no2)cc1	32%
CCOc1ccc(-n2cc(-c3ccccc3)c3c(N4CCC(C)CC4)ncnc32)cc1	?
CCOC(=O)c1ccc(NS(=O)(=O)c2ccc3c(c2)OCCO3)cc1	?
CC(NS(=O)(=O)c1ccc(Br)cc1)C(=O)NCC1CCCO1 (stereo not drawn)	25%
CCC1(C(=O)Nc2ccc(C(C)C)cc2)CCCCC(=O)N1 (stereo not drawn)	-1%
C#CCN1CC(N(C)CCOC(=O)CSc2ccccc2)CS1(=O)=O (stereo not drawn)	24%
Cc1nnsc1-c1c(C(=O)O)c(C)nn1-c1ccc(OC(F)(F)F)cc1	16%
COc1ccc2cc(C(=O)Nc3ccc(N(C)C)c(C)c3)c(C)nc2c1	19%
Cc1nnc2c3ccccc3nc(N3CCN(c4ccccc4)CC3)n12	6%
CCOC(=O)c1c(NC(=O)CC2Sc3ccc(C(F)(F)F)cc3NC2=O)sc(C)c1C (stereo not drawn)	7%
N#Cc1ccc(CN2CCCC3(COc4ccccc4C(=O)N3)C2)cc1 (stereo not drawn)	35µM*
O=C(Cc1ccc(F)cc1)N1CCC(Cc2nc(-c3ccc(F)cc3)no2)CC1	-14%
Cc1ccc(N2CC(c3nnc(Cc4ccc(Cl)cc4)o3)CC2=O)cc1 (stereo not drawn)	-2%
Cc1nn(Cc2cccc(C(F)(F)F)c2)c(C)c1NS(=O)(=O)c1c(C)nn(C(F)F)c1C	4%
COc1cccc(NC(=O)N2CCC(OC3CCN(S(C)(=O)=O)CC3)CC2)c1	22%
CCCN(Cc1ccncc1)C(=O)c1cnc(-c2ccccn2)[nH]c1=O	10µM*
CCCCC(=O)N/C(N)=N/c1nc2ccccc2o1	-7%
COc1ccc(-c2nc3c4ccccc4n(CC(=O)Nc4cc(F)ccc4F)c(=O)n3n2)cc1	-24%
CCn1ccc(C(=O)NC2CCN(c3cc(-c4ccccc4)[nH]n3)CC2)n1	?
Cc1cc(N2CCN(C)CC2)nc2ccc(NC(=O)c3ccccc3F)cc12	?
Cc1cccc(C(=O)n2nc(-c3ccco3)nc2NCc2ccccc2)c1	?
CCOC(=O)c1cncc(C#N)c1	11%
Cc1ccc(OCCCC(=O)Oc2ccc3c(C)cc(=O)oc3c2)cc1	i
Cc1c2cnn(CC(=O)NCC(C)c3ccccc3)c(=O)c2c(C)n1Cc1cccc(Cl)c1 (stereo not drawn)	-12%
Cc1ccc(-c2nc(-c3cc4cccc(OCc5ccc(F)cc5)c4oc3=O)no2)cc1	-27%
COC(=O)c1ccc(COC(=O)c2cc(F)c(F)cc2Cl)cc1	21%
COc1ccc2cnn(CC(=O)Nc3cccc(Cl)c3Cl)c(=O)c2c1OC	6%
Cc1cc(Nc2ccc(Cl)c(Cl)c2)nc(-c2ccccc2O)n1	-11%
Cc1cccc(N2CCN(S(=O)(=O)c3cc(C(=O)Nc4ccc(Oc5ccccc5)cc4)ccc3F)CC2)c1C	1%
COc1ccc2c(C)c(CCC(=O)NCc3ccccc3)c(=O)oc2c1C	?
COc1ccccc1C(=O)NC1CCN(c2ccc(C)cc2)C1=O (stereo not drawn)	-13%
COc1cc(OC)cc(C(=O)NCc2ccc3c(c2)CCN3C(=O)c2ccccc2)c1	-19%
O=S(=O)(Nc1cc(S(=O)(=O)N2CCOCC2)ccc1O)c1ccc2c(c1)OCCCO2	?
CCOc1ccc(C(C(=O)NCC2CCCO2)N(Cc2ccccc2)C(=O)c2snc(C(N)=O)c2N)cc1 (stereo not drawn)	?

Taken from above:
CCCCC(=O)N/C(N)=N/c1nc2ccccc2o1 | KDM5B inhibitor: -7%
CCC1(C(=O)Nc2ccc(C(C)C)cc2)CCCCC(=O)N1 (stereo not drawn) | KDM5B inhibitor: -1%
CC1(C(=O)NCc2ccccc2)Cn2nc(-c3ccccc3)cc2C(=O)N1Cc1ccco1 (stereo not drawn) | KDM5B inhibitor: 8%

Next entries.
SMILES	KDM5B inhibitor
O=C(CN1CCN(c2cc(-c3nc4ccccc4s3)c3ccccc3n2)CC1)N1CCOCC1	-17%
CN1C(=O)CO[C@H](c2ccc(NC(=O)NC(C)(C)C)cc2)[C@H]1CO	-3%[86.2 µM]
CC1CCc2sc(C(=O)N3CCN(c4ncccn4)CC3)cc2C1 (stereo not drawn)	11%
O=Cc1ccccc1-c1ccccc1C(=O)O	0%
Cc1noc(C)c1C(=O)N1C[C@@H](COCC2CC2)[C@H](c2ccccn2)C1	-4%
CCCC(=O)Oc1ccc2oc(-c3ccc(OC)cc3)cc(=O)c2c1	?
CCOCCOC1CCN(S(=O)(=O)c2ccccc2)CC1	-12%
Cn1nc(C(=O)OCC(=O)Nc2ccc(OCc3ccccc3)cc2)c2ccccc2c1=O	-14%
COc1ccc(-c2nc3ccccc3n3c(-c4cccc(C)c4)c4c(=O)n(C)c(=O)n(C)c4c23)cc1	-22%[11.5 µM]
Cc1ccc(-c2nnc(C3CN(C(=O)C4CCC4)CC34CCOCC4)o2)cc1 (stereo not drawn)	-14%
CCCCn1c(N)c(N(CCOC)C(=O)c2c(CC)noc2C)c(=O)[nH]c1=O	-5%
COc1cc(-c2cc3n(C)c(C)c(CCC(=O)NC4CCCCC4)c(=O)n3n2)cc(OC)c1OC	-23%
COc1ccc(C(=O)c2ccccc2)c(OC(=O)c2ccccc2Sc2ccccc2C#N)c1	24%
CCCCc1cc(C[C@H]2CNCC[C@H]2CC(=O)N2CCC(n3c(=O)[nH]c4ccccc43)CC2)no1	-20%
Cc1nn(-c2ccc(Cl)nn2)c2c1C(c1ccc3nccnc3c1)CC(=O)N2 (stereo not drawn)	-7%
N#Cc1nc(/C=C/c2ccc(F)cc2)oc1NCCCN1CCOCC1	?
CCOc1ccc2ncc(S(=O)(=O)c3ccccc3)c(N3CCCCCC3)c2c1	?
N#C/C(=C\c1ccc(OC(=O)C2CC2)cc1)C(=O)Nc1cccc(C(F)(F)F)c1	?
O=[S+]([O-])(c1ccc(Br)cc1)c1nnn2c1nc(NCc1ccc(F)cc1)c1ccccc12	21%[115 µM]
COCCc1nncn1C1CCN(C(=O)c2ccc(OC)cc2)CC1	-13%
Cc1nc2c(C)cccn2c(=O)c1Cc1nnc(SCC(=O)Nc2ccc(C(C)C)cc2)n1C	7%
C=C(C)Cn1c(SCC(=O)OC)nc2c1c(=O)[nH]c(=O)n2C	14%
COc1ccccc1NC(=O)CC12CC3CC(CC(Br)(C3)C1)C2	-13%
O=C(NCCc1nc2ccccc2n1Cc1ccc(Cl)cc1)c1ccccc1	-12%
CS(=O)(=O)c1cc(C(=O)NCCc2cccs2)ccc1Cl	0%
COC(C(=O)NNS(=O)(=O)c1ccc([N+](=O)[O-])cc1)c1ccccc1 (stereo not drawn)	-8%
CCc1cc2c(=O)c(Oc3ccc(F)cc3)c(C(F)(F)F)oc2cc1OC(C)=O	1%
Cc1ccc(-c2ccc3nnc(CNC(=O)COc4cccc(C)c4)n3n2)cc1	10µM*
CCCc1nc(C(=O)N2CCC3(CC2)C(=O)N(C)c2ccccc23)cs1	-5%
O=C(CC1CCCCC1)Nc1nc(-c2c[nH]c3ccccc23)cs1	-2%

Shown as labelled records: entries from further up
Cc1nn(Cc2cccc(C(F)(F)F)c2)c(C)c1NS(=O)(=O)c1c(C)nn(C(F)F)c1C
  KDM5B inhibitor: 4%
COc1cccc(NC(=O)N2CCC(OC3CCN(S(C)(=O)=O)CC3)CC2)c1
  KDM5B inhibitor: 22%
CCCN(Cc1ccncc1)C(=O)c1cnc(-c2ccccn2)[nH]c1=O
  KDM5B inhibitor: 10µM*
CCCCC(=O)N/C(N)=N/c1nc2ccccc2o1
  KDM5B inhibitor: -7%

(more compounds)
SMILES | KDM5B inhibitor
O=C(CC1CCN(C(=O)c2ccc(F)cc2)C1)NCc1ccccc1 (stereo not drawn) | -2%
Cc1ccc(N2C(=O)CSC23C(=O)N(CC(=O)NCCc2ccccc2)c2ccccc23)cc1 (stereo not drawn) | -19%
Cn1c(=O)c2c(nc(NCCc3ccc(F)cc3)n2Cc2ccc(Cl)cc2)n(C)c1=O | 3%
O=C(NCCCCc1ccccc1)NCc1ccc(CN2CCCC2)cc1 | -28%
Cc1ccc(C(=O)N[C@@H]2CN(c3ccncn3)C[C@H]2CN(C)C)cn1 | -18%
CCNC(=O)N1CC(Oc2ccc(-c3nc(-c4ccccc4)no3)cc2)C1 | 15%
O=C(c1ccccc1-c1ncc(-c2ccccc2F)o1)N1CCCC1 | 6%
CC(C)C(=O)N/N=C/c1cccs1 | -1%
Cn1ccc(C(=O)N2CCC3(CC2)OC(=O)N(Cc2ccccc2)C3(C)c2ccccc2)n1 (stereo not drawn) | 14%
O=C(Cn1cnc2cc([N+](=O)[O-])ccc2c1=O)Nc1cccc2ccccc12 | 11%
Cc1ccccc1NC(=O)CSc1cn(CC(=O)N2CCCC2)c2ccccc12 | -14%
CS(=O)(=O)c1cccc(C(=O)N2CCN(CCc3ccccc3)CC2)c1 | -7%
O=[S+]([O-])(c1ccc(Cl)cc1)c1nnn2c1nc(NC1CCCC1)c1ccccc12 | ?
Cc1c([N+](=O)[O-])c(N)nn1C | 2%
CC(C)c1ccc(S(=O)(=O)c2nnn3c2nc(N2CCN(C)CC2)c2sccc23)cc1 | 5%
O=C(NCc1cccc(Cl)c1)C1CCCN(c2nn3cc(-c4ccc(F)cc4)nc3s2)C1 (stereo not drawn) | -25%
C=CCNC(=S)NNC(=O)C1CC1 | 16%
CCc1ccc(N2C(=O)N(CC(=O)NC(C)CC)c3ccccc3S2(=O)=O)cc1 (stereo not drawn) | -4%
O=C(O)C[C@@H]1CCN(C(=O)c2ccco2)C[C@@H]1CCN1CCOCC1 | -14%[86.2 µM]
C[C@]1(CO)[C@H]2Cc3sc(NC(=O)c4ccc(F)cc4)nc3[C@@H](CC(=O)N3CCOCC3)[C@]2(C)CC[C@H]1O | 17%
CC(C)c1ccccc1NC(=O)CSC1=Nc2ccccc2C2CC=NN12 (stereo not drawn) | 8%
O=C(CSc1nc2ccccc2nc1N1CCCCC1)Nc1ccc(F)cc1 | -13%
N#Cc1nc(-c2ccco2)oc1N1CCC(C(=O)Nc2ccccc2N2CCCC2=O)CC1 | ?
CCc1cnc2c(c1SCc1cc(OC)cc(OC)c1)c(=O)n(C)c(=O)n2C | 9%
O=C(NC1CC1)C(Sc1c(Cl)cccc1Cl)c1ccccc1 (stereo not drawn) | -11%
COc1cc(/C=N/Nc2nc(N3CCCC3)nc(N3CCCC3)n2)ccc1OCc1ccccc1F | ?
CCCC(=O)n1ccn(S(=O)(=O)c2ccc(C)cc2)c1=O | 9%
O=C(NCc1ccc(F)cc1)C1CCCN(C(=O)c2ccc3cc[nH]c3c2)C1 (stereo not drawn) | 35%[activator]

High-throughput results (PubChem BioAssay)
